# Compound activity: PubChem BioAssay, several laboratories
# GSK3A inh – human GSK-3 alpha kinase inhibition; P49840; inhibition, % at 10 µM; 0.1% of 320,000 active; ADP-Glo luminescence, 60 min;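 in the data active means inhibition above about 50%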;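 further: GST-tagged GSK-3 alpha with peptide substrate and 25 µM ATP; 0% = DMSO neutral wells and 100% = GW8510 positive control wells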
# RGS4 inh – inhibitors of human RGS4; 0.45% of 310,000 active; B-score at 10 µM; HEK293 M3R/RGS4 inducible, Fluo-4 calcium flux; stronger effect = higher value; triggered by carbachol at its EC20; P49798;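 active means B-score, a plate-corrected calcium signal, over three deviations above library mean, with baseline fluorescence within five deviations of library mean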;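 further: RGS4 expression induced by doxycycline in cells with stable M3 receptor; B-score is computed from the integrated fluorescence ratio over baseline after carbachol; higher B-score means a larger calcium signal and so more RGS4 inhibition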
# GSK3B inh – inhibitors of human GSK3beta kinase; P49841; GST-GSK3beta kinase, ADP-Glo luminescence, 60 min; stronger effect = lower value; activity score (negative = inhibition), % at 10 µM; 0.038% of 300,000 active; AID 2097;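 active means more than half of replicate wells score below -50%, meaning over 50% inhibition versus plate controls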;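 further: 0% = median DMSO wells and -100% = median GW8510 positive control wells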
#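 Assay system: GST-tagged human GSK3beta kinase, cell-free; Input: 1.6 ng GSK3beta; Medium: Tris/MgCl2 kinase buffer; Timing: 60 min enzyme reaction, room temperature; Signal: ADP-Glo luminescence quantifying ADP generated by kinase; Evaluation: score relative to plate controls; Benchmarks: DMSO neutral wells and GW8510 at 20 µM as positive.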
# PolyA inh – blocks polyadenylation in yeast reporter cells | calls only at 12 µM | S. cerevisiae SKY197-pL101 polyadenylation reporter, beta-gal luminescence; efflux-impaired pdr1/pdr3 knockout yeast; score 100 = 6 SD above DMSO | 0.02% of 300,000 active | AID 1875;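 active means lowest replicate activity score at least 50, where 100 means six control SD above control mean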;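 further: yeast exposed to compound for 9 h at 30 °C; higher score means more reporter readthrough which indicates perturbed polyadenylation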
# Dyrk1A ADPGlo – blocks rat Dyrk1A kinase activity | ADP-Glo luminescence, NFATc1 peptide | inhibition, % at 12.5 µM | 0.43% of 310,000 active; in the data active means inhibition above about 50%;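 further: plate controls were vehicle with enzyme for no effect and no enzyme for full effect; many of its hits are not listed in these tables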
# hERG rescue – hERG (human) protection from proarrhythmic block | Q12809 | CHO-hERG, FluxOR thallium flux, dofetilide IC70 present | activation (rescue from dofetilide block), less the hit threshold, % at 10 µM | 0.51% of 310,000 active;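 active means activation above the mean of controls blocked by dofetilide plus 5 SD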;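 further: thallium influx through hERG after potassium depolarization seen as dye fluorescence rise; in these data hits start at about 4.7%; inactives centre near -7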
# RGS4 pot – potentiators or activators of RGS4 | 0.92% of 310,000 active | B-score at 10 µM | HEK293 M3R/inducible RGS4, carbachol calcium flux Fluo4; stronger effect = lower value | AID 463111;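 active means B-score of the integrated calcium signal more than 4 SD below the library mean, with starting fluorescence not abnormally high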;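 further: negative B-score means reduced calcium response which marks RGS4 activation or potentiation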
#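 Assay system: Inducible-RGS4 HEK293 cells carrying M3 receptor | Schedule: Compound preincubation 20 min at room temperature before agonist | Signal: Kinetic calcium fluorescence imaging with Fluo4-AM dye, 2 µM | Read-out basis: B score from integrated fluorescence ratio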
# KCNK3 block – human KCNK3 channel inhibition, primary screen. 0.84% of 340,000 active. B-score at 10 µM. AID 602410. CHO-KCNK3 thallium flux, FluxOR fluorescence; stronger effect = lower value. O14649;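 active means B-score under library mean minus 4 SD, starting fluorescence ratio at most library mean plus 5 SD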;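 further: more negative B-score means stronger inhibition of thallium flux through KCNK3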
# Target sequence (O14649 whole entry, looked up): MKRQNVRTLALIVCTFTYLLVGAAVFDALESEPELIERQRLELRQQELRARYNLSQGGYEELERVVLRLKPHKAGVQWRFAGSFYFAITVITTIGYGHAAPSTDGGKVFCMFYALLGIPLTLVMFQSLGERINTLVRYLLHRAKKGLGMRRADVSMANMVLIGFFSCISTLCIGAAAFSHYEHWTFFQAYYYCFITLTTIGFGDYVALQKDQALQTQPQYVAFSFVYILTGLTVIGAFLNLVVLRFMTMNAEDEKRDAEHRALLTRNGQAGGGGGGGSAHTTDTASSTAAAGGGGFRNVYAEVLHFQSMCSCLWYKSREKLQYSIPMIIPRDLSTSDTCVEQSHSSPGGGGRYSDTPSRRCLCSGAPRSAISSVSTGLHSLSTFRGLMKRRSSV
# KCNQ1 inh – inhibitors of human KCNQ1 potassium channel. P51787. CHO-K1 KCNQ1, FluxOR thallium flux fluorescence; stronger effect = higher value. B-score at 10 µM. 1.3% of 310,000 active. AID 2642;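 active means compounds whose thallium flux B-score, printed positive for inhibition, exceeds three library SD while starting fluorescence stays within three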;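 further: channel opened by potassium depolarization with thallium stimulus after 20 min compound exposure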
# Target sequence (P51787 whole entry, looked up): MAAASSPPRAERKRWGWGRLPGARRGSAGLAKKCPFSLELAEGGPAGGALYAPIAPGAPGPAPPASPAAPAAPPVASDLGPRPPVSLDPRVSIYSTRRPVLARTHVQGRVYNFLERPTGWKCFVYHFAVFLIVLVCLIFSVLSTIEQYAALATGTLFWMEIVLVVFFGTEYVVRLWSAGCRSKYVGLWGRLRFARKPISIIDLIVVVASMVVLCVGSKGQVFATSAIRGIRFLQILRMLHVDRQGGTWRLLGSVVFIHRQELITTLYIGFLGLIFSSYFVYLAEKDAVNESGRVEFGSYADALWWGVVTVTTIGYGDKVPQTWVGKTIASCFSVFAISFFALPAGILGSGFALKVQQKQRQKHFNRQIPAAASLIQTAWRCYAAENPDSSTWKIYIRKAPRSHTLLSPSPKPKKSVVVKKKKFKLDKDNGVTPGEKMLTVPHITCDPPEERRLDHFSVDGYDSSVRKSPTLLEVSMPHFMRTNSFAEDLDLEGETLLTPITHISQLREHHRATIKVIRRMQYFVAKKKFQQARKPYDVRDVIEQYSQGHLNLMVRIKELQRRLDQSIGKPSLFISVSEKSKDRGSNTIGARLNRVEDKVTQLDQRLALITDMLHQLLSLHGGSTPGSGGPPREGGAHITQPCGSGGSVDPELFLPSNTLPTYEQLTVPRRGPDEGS
# KCNK9 block – inhibitors of human KCNK9 two-pore domain potassium channel | AID 488922 | 1.2% of 310,000 active | HEK293 KCNK9, FluxOR thallium flux fluorescence; stronger effect = lower value | Q9NPC2 | B-score at 10 µM;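 active means ratio B-score over 3 SD below the library mean, with starting fluorescence within 5 SD of its mean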;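 further: negative B-score means less thallium flux so channel inhibition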
# KCNQ1 pot – potentiates or activates the human KCNQ1 potassium channel; AID 2648; CHO-K1 KCNQ1, thallium flux FluxOR fluorescence; stronger effect = higher value; B-score at 10 µM; P51787; 0.35% of 310,000 active;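 active means fluorescence ratio B-score, a plate-corrected score, at least three library SD, with initial intensity B-score within 5 SD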
#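 Assay system: CHO-K1 cells stably expressing KCNQ1. Medium: assay buffer for compound exposure, DMSO matched across wells. Timing: 37 °C overnight plating, 90-min dark dye load, 20-min compound pretreatment. Signal: kinetic FluxOR fluorescence, 10 s baseline plus 110 s post-stimulus.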
# * marks the source's active call; other numbers are inactive results; i = inactive; / = not tested or not shown. An excerpt, so the mix of outcomes need not match the whole.
# Sample of the layout, three compounds:
SMILES,GSK3A inh,RGS4 inh,GSK3B inh,PolyA inh,Dyrk1A ADPGlo,hERG rescue,RGS4 pot,KCNK3 block,KCNQ1 inh,KCNK9 block,KCNQ1 pot
O=C(Cc1noc2ccccc12)NNC(=S)Nc1ccc(Cl)cc1,2,i,-1,i,/,0,i,i,i,i,i
COc1ccc(C)cc1NC(=O)c1sc2ncnc(N3CCN(c4ccccn4)CC3)c2c1C,0,i,1,i,3,-3,i,-11*,i,i,i
COc1ccc(/C(C)=N/N2CCCCC2)c(O)c1,-3,i,1,i,2,-2,i,i,i,i,i

# The list itself, from the start:
SMILES,GSK3A inh,RGS4 inh,GSK3B inh,PolyA inh,Dyrk1A ADPGlo,hERG rescue,RGS4 pot,KCNK3 block,KCNQ1 inh,KCNK9 block,KCNQ1 pot
O=C(Cc1noc2ccccc12)NNC(=S)Nc1ccc(Cl)cc1,2,i,-1,i,/,0,i,i,i,i,i
COc1ccc(C)cc1NC(=O)c1sc2ncnc(N3CCN(c4ccccn4)CC3)c2c1C,0,i,1,i,3,-3,i,-11*,i,i,i
COc1ccc(/C(C)=N/N2CCCCC2)c(O)c1,-3,i,1,i,2,-2,i,i,i,i,i
N/C(=N\OC(=O)CCCc1ccccc1)c1ccc(Br)cc1,-2,i,-1,i,2,-5,i,i,i,i,i
CC(C)(C)c1ccc2c(c1)OC(C(=O)N/N=C\c1ccccn1)CO2 (stereo not drawn),-2,i,3,i,-6,-8,i,i,i,i,i
O=C(O)c1cccc(Nc2ncnc3sccc23)c1,0,i,-2,i,14,0,i,i,i,i,i
COc1ccc(CCNC(=O)CN(c2cc([N+](=O)[O-])ccc2OC)S(C)(=O)=O)cc1OC,0,i,2,i,-6,-3,i,i,i,i,i
C/C(CCC1CC(C)OC1=O)=N\NC(N)=O (stereo not drawn),0,i,-3,i,/,-15,i,i,i,i,i
CC1CN(S(=O)(=O)c2ccc(NC(=O)CCCN3C(=O)c4ccccc4C3=O)cc2)CC(C)O1 (stereo not drawn),/,i,1,/,4,-3,i,i,i,i,i
Cc1ccc2cn[nH]c2c1NC(=S)NC(=O)c1ccccc1,3,i,1,i,0,-4,i,i,i,i,i
NS(=O)(=O)OCCCCCc1ccccc1,-1,i,0,i,0,-5,i,i,i,i,i
COc1cccc(CNC(=O)c2nnn(CC(=O)Nc3c(C)cccc3C)c2N)c1,-1,i,3,i,5,-6,i,i,i,i,i
COc1ccccc1N(CC(=O)Nc1ccccc1C(=O)N1CCOCC1)S(C)(=O)=O,-1,i,1,i,0,-4,i,i,i,i,i
COc1ccccc1/C=C/C(=O)NCCc1ccccn1,-1,i,2,i,-6,-6,i,i,i,i,i
O=C(Nc1ccc(N2CCCC2)c(Cl)c1)c1cccs1,0,i,2,i,-1,-6,i,i,i,i,i
Cc1cc(C)c(OCCN(C)C)c(Cl)c1,-1,i,3,i,/,-5,i,i,i,i,i
O=C(Nc1ccc(Cl)cc1F)c1ccccc1Br,-1,i,-2,i,-1,-4,i,i,i,i,i
COc1ccccc1C(=O)N1CCc2ccccc21,0,i,0,i,-3,-10,i,i,i,i,i
O=C(CSc1cccc[n+]1[O-])c1cc(Cl)ccc1Cl,-4,i,4,i,-2,-18,i,i,i,i,i
O=C(Nc1cccc(Br)c1)c1ccc(Cl)c(S(=O)(=O)N2CCOCC2)c1,-2,i,0,i,/,-11,i,i,i,i,i
O=[N+]([O-])c1c(C(Cl)Cl)nn(-c2ccc(Cl)cc2)c1N1CCCCC1,-4,i,0,i,-1,-6,i,i,i,i,i
Cn1c(=O)c2c(nc3n2CC(CO)O3)n(C)c1=O (stereo not drawn),1,i,0,i,6,-5,i,i,i,i,i
O=C1/C(=C/c2cccnc2)SC(=S)N1N1CCOCC1,-2,i,-3,i,-3,-2,i,i,i,i,i
CC1CN(c2snnc2C=C2C(=O)OC(C)(C)OC2=O)CC(C)O1 (stereo not drawn),0,i,3,i,8,-8,i,i,i,i,i
O=C(c1n[nH]c2c1CCC2)N1CCCC(Nc2cccc(F)c2)C1 (stereo not drawn),1,i,-2,i,-5,-4,i,i,i,i,i
# Following part
SMILES,GSK3A inh,RGS4 inh,GSK3B inh,PolyA inh,Dyrk1A ADPGlo,hERG rescue,RGS4 pot,KCNK3 block,KCNQ1 inh,KCNK9 block,KCNQ1 pot
COc1ccc(S(=O)(=O)N(C)C)cc1NC(=O)COC(=O)c1nn(C)c(=O)c2ccccc12,-1,i,1,i,-5,-11,i,i,i,i,i
CC(NS(C)(=O)=O)C(c1cccs1)N1CCN(c2ccc(F)cc2)CC1 (stereo not drawn),-1,i,1,i,-2,-8,i,i,i,i,i
Cc1occc1-c1nnc(SCC(=O)N2c3ccccc3CCc3ccccc32)n1C,1,i,-1,i,-7,-6,i,i,i,i,i
CC1(C(=O)N/N=C/c2cc3c(cc2Br)OCO3)CC1(Br)Br (stereo not drawn),0,i,2,i,0,-12,i,i,9*,i,i
Cc1ccc(C(=O)Cn2nnc3ccccc32)cc1C,-1,i,1,i,1,-7,i,i,i,i,i
N#CCCn1[nH]c(-c2ccccc2)cc1=O,0,i,3,i,0,-10,i,i,i,i,i
CCCCN(C)C(=O)c1cn(C)c2ccc(S(=O)(=O)N3CCC(C)CC3)cc2c1=O,-10,i,2,i,-13,-8,i,i,i,i,i
COc1ccc(Nc2nc(N)nc(CSc3nnc(C)s3)n2)cc1,10,i,-27,i,7,-11,i,i,i,i,i
O=S1(=O)C=C(SCc2ccc(Cl)c(Cl)c2)Nc2ccccc21,-1,i,2,i,5,-4,i,i,i,i,i
CCCCC(=O)Nc1ccc(C(=O)NCCc2ccc(S(N)(=O)=O)cc2)cc1,0,i,-1,i,-3,2,i,i,i,i,i
O=C1N/C(=N/N=C/c2ccccc2O)SC1Cc1ccc(F)cc1 (stereo not drawn),1,i,-2,i,-1,-8,i,i,i,i,i
Cc1ccc(S(=O)(=O)n2nc(C)c(C#N)c2N)cc1,27,i,4,i,-2,-12,i,i,i,i,i
CCOC(=O)C1CCN(C(c2ccccn2)c2c(C)[nH]c3ccccc23)CC1 (stereo not drawn),-1,i,2,i,-2,-7,i,i,i,i,i
O=C(NNc1ccccc1)C(CCO)C(=O)NNc1ccccc1,-1,i,-1,i,-6,-6,i,i,i,i,i
CC(C)C1COS(=O)(=O)NC1CC(=O)SC(C)(C)C (stereo not drawn),2,i,-2,i,4,-5,i,i,i,i,i
CCn1c(SCC(=O)Nc2ccc3[nH]c(=O)[nH]c3c2)nnc1-c1ccccc1,2,i,1,i,26,-9,i,i,i,i,i
Cc1cccc(NC(=O)CSc2nc(C)c(Cc3ccccc3)c(=O)[nH]2)c1C,-5,i,1,i,/,-4,i,/,i,i,i
O=C(CN(Cc1ccccc1)C(=O)c1ccco1)NCc1ccc(F)cc1,0,i,1,i,-6,-6,i,i,i,i,i
O=C(O)c1ccc(S(=O)(=O)c2ccc3c(c2)C(=O)N(c2ccc(O)cc2)C3=O)cc1,-2,i,6,i,-4,-10,i,i,i,i,i
CCOC(=O)c1cc(NC(=O)N(C(C)C)C2CCCCC2)c(C)nc1C,2,i,-2,i,/,-4,i,i,i,i,i
COc1ccc(NC(=O)C(=O)N/N=C/c2cc(C)n(-c3cccc(Cl)c3Cl)c2C)c(OC)c1,-6,i,-6,i,1,-6,i,i,i,i,i
CC(NC(=O)c1ccc(F)cc1)c1nc2ccccc2n1Cc1ccccc1F (stereo not drawn),-7,i,-5,i,7,-6,i,i,i,i,i
Cc1cc(NC2C3CC4CC(C3)CC2C4)n2nnnc2n1 (stereo not drawn),1,i,3,i,/,3,i,i,i,i,i
Cc1ccccc1CC1(CO)CCCN(Cc2nc(-c3cccs3)oc2C)C1 (stereo not drawn),-1,i,2,i,6,-15,i,i,i,i,i
O=C(NCc1ccccc1Cl)C(=O)c1c[nH]c2ccccc12,-1,i,-1,i,-4,-11,i,i,i,i,i
# Further structures.
SMILES,GSK3A inh,RGS4 inh,GSK3B inh,PolyA inh,Dyrk1A ADPGlo,hERG rescue,RGS4 pot,KCNK3 block,KCNQ1 inh,KCNK9 block,KCNQ1 pot
COC(=O)Cc1c(O)ccn(Cc2cccc3ccccc23)c1=O,-1,i,2,i,-11,-12,i,i,i,i,i
Cc1ccc(OCc2nnc(N)s2)cc1C,-3,i,-1,i,/,-9,i,i,i,i,i
COc1ccccc1NC(=O)Cn1cncc1-c1ccc([N+](=O)[O-])cc1,-5,i,-2,i,7,-5,i,i,i,i,i
O=Cc1c(NCCN2CCOCC2)c2ccccc2[nH]c1=O,8,i,1,i,4,-4,i,i,i,i,i
Nc1ccnc(C(F)(F)F)c1C(=O)c1ccccc1,-3,i,6,i,8,-11,i,i,i,i,i
CC1CCCCN1Cc1c(O)ccc2c(=O)c(-c3ccc(Br)cc3)coc12 (stereo not drawn),/,i,0,i,2,-10,i,i,i,i,i
CN1CCN(CC(=O)Nc2ccc(Cl)cc2Cl)CC1,-4,i,1,i,-7,-1,i,i,i,i,i
N=C1C(=O)OCC1c1ccccc1NC(=O)c1ccc(F)cc1 (stereo not drawn),-1,i,0,i,7,-3,i,i,i,i,i
O=C(Nc1cccc([N+](=O)[O-])c1)C1CC(=O)N(C2CCCCC2)C1 (stereo not drawn),-2,i,1,i,-4,-3,i,i,i,i,i
O=S(=O)(c1ccc(-n2cnnn2)cc1)N1CCNCC1,0,i,2,i,-2,-5,i,i,i,i,i
CSc1ccccc1C(=O)NC1CCCN(Cc2ccccc2F)C1 (stereo not drawn),0,i,2,i,1,-1,i,i,i,i,i
O=C(/C=C/c1ccccc1Cl)c1ccccc(=O)c1O,0,18*,-1,i,-7,16*,i,i,i,i,14*
O=C(O)CCCNC(=O)CCCNC(=O)C(c1ccccc1)c1ccccc1,-1,i,0,i,7,-3,i,i,i,i,i
CC(OC(=O)C1CCN(c2ccc(C(F)(F)F)cn2)CC1)C(=O)Nc1ccc(S(N)(=O)=O)cc1 (stereo not drawn),1,i,3,i,-5,-6,i,i,i,i,i
Cc1ccc(/C=C2\SC(=S)N(c3cccnc3)C2=O)cc1,-3,i,1,i,-3,-12,i,i,i,i,i
CCOc1ccc2c(C)nc(NC3=NC(C)(C)C=C(C)N3)nc2c1,5,i,0,i,33,-12,i,i,i,i,i
